NPYLR7 agonist – agonists of mosquito NPYLR7 receptor, primary screen, cell-based, Aedes aegypti, calcium fluorescence, mosquito biting behavior | 0.15% of 270,000 active | AID 1259423, 2018 | HEK293T NPYLR7/Galpha15, GCaMP6s calcium fluorescence | activation, % at 10 µM | Aedes aegypti neuropeptide Y-like receptor 7 (NPYLR7); in the data active = activation above about 40%;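 note: 0% = vehicle and 100% = reference agonist at the receptor; some compounds past the cut are filed as inactive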
hcGAS inh – Primary biochemical luminescence assay for human cyclic GMP-AMP synthase inhibitors; inhibition, % at 12.5 µM; 0.081% of 290,000 active; Q8N884; recombinant h-cGAS, ATP depletion, Kinase-Glo luminescence;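 note: 0% = vehicle reaction and 100% = reaction without DNA for no activity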
Target sequence (Q8N884 whole entry, looked up): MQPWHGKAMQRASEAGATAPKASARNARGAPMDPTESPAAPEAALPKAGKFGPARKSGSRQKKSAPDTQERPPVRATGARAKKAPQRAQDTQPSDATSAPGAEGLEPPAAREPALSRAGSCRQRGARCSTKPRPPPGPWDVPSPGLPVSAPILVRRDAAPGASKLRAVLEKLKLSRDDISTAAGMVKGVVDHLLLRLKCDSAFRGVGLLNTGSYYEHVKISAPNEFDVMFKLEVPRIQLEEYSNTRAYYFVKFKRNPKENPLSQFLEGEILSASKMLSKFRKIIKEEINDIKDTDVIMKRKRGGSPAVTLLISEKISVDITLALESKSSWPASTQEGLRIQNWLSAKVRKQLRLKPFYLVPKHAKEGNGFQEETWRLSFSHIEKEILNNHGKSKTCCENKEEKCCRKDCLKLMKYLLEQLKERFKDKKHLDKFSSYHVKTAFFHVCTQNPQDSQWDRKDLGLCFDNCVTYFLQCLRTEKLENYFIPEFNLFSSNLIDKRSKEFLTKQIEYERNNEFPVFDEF
mcGAS lum – cyclic GMP-AMP synthase inhibitors, mouse, primary biochemical chemiluminescence. recombinant cGAS, Kinase-Glo ATP depletion luminescence. 0.15% of 160,000 active. Q8C6L5. inhibition, % at 12.5 µM;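 note: 0% = negative control wells and 100% = reference inhibitor with no enzyme activity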
* hit, by the source's call; nt = no result given; & = joins results of further samples. Cut-off read from the data, not from the text of the source, unless noted: active = inhibition above about 40%; inactive = the rest.

SMILES | NPYLR7 agonist | hcGAS inh | mcGAS lum
O=C(COC(=O)c1ccc(Br)o1)Nc1c(F)c(F)c(F)c(F)c1F | -5 | -4 | nt
CN(C)CCCOc1ccc(-c2nnc3ccc(-c4ccc(C(N)=O)cc4)cn23)cc1 | 6 | -4 | -8
CC1(C(=O)NCc2ccc(C(F)(F)F)cc2)CCN1Cc1csc2ccccc12 (stereo not given) | 12 | -8 | nt
CCCn1ccc2c(nnc3c(-c4ccc(Cl)cc4)c(CC)nn32)c1=O | 6 | -5 | nt
Cc1nnc(CN(C)Cc2nc(-c3ccc(C(F)(F)F)cc3)oc2C)o1 | 6 | -1 | nt
Cc1cc(/C=C2\NC(=S)NC2=O)c(C)n1-c1cccc([N+](=O)[O-])c1 | -4 | 1 | 0
Cc1nc(C(C)C)cc(N2CCC(C(O)c3nccn3C)CC2)n1 (stereo not given) | 8 | -5 | -11
OCCC1CN(Cc2cc3ccccc3o2)CCN1Cc1ccsc1 (stereo not given) | 2 | 1 | nt
COc1cc(-c2nc(Cc3c(F)cccc3Cl)no2)cc(OC)c1OC | 4 | -5 | -6
CCCn1cc(C(=O)N2CCc3ccccc32)c2nn(-c3ccccc3)c(=O)c-2c1 | 6 | -5 | -9
COc1cccc(NC(=O)C2CCCN(C)CC2)c1 (stereo not given) | 3 | -17 | nt
O=C(Nc1ccc(F)c(F)c1F)c1ccc(=O)n(Cc2cccc(Cl)c2)c1 | 11 | -15 | nt
N#Cc1c(N)nc(N2CCOCC2)c(C#N)c1C(C#N)Cc1ccccc1 (stereo not given) | 1 | -4 | nt
CCNc1n[nH]c(=S)s1 | -3 | -1 | nt
COC(=O)C1=NN(C(=O)c2cccc(OC)c2)C(C)(O)C1 (stereo not given) | 13 | -8 | nt
C=CCN1C(=O)C2C3C=CC(C2C1=O)C1C2C(=O)N(CC=C)C(=O)C2C31 (stereo not given) | -11 | -2 | -5
O=C(NCc1cc(-c2ccco2)on1)c1cnn2c1CCCC2 | 1 | -3 | -16
CC(=O)c1ccc(N2CCN(C(=O)CC3(c4ccccc4Cl)CC(=O)N(C)C3=O)CC2)cc1 (stereo not given) | 9 | -5 | -9
COCCCN(CC(=O)Nc1cc(C(C)(C)C)nn1-c1ccc(C)cc1C)C(=O)NC1CCCCC1 | -2 | 5 | 0
O=C1CCC2(CCN1)CCN(C(=O)c1cnn(Cc3ccccc3)c1)CC2 | 1 | -4 | -14
C=CCSc1nnc2c(n1)[nH]c1ccccc12 | 13 | -3 | -4
C=CCn1cc(CN2CCC(c3nc(-c4ccccc4)no3)CC2)c(C)n1 | -7 | -6 | nt
CC1CC(C)(C)CC2(C1)NC(=O)N(CC(O)COCc1ccccc1Cl)C2=O (stereo not given) | 8 | -2 | nt
CCOC(=O)N1CCN(C(=O)c2csc(CSc3nnc(-c4ccncc4)n3-c3cccc(C(F)(F)F)c3)n2)CC1 | -11 | 1 | 0
O=S(=O)(c1ccc(F)cc1)N1CCC(c2nc(-c3ccc(F)c(F)c3)no2)CC1 | 27 | -6 | -7
COCc1c(Br)c(C)nc(OCC(=O)N/N=C\c2c3ccccc3cc3ccccc23)c1C#N | 30 | -5 | -8
CC1CCC(NC(=O)CN2CC(C)OC(c3ccccc3)C2)CC1 (stereo not given) | 4 | -19 | nt
Nc1nc(N)nc(CSCc2ccccc2C(F)(F)F)n1 | 6 | -4 | nt
Fc1ccc(Nc2nc3cc(Cl)ccc3o2)cc1Cl | -2 | -11 | nt
CCOc1ccc(-n2c(-c3ccccc3)cc(C(=O)N3CCN(c4ccccc4OC)CC3)c2C)cc1 | -6 | -5 | -6
OCC(CNc1ncnc2cc(Cl)ccc12)Cc1ccco1 (stereo not given) | 6 | -7 | nt
O=S1(=O)NC(=NC2CCc3ccccc32)c2ccccc21 (stereo not given) | 7 | -6 | nt
COc1coc(C(=O)N2CCN(c3cccc(C(F)(F)F)c3)CC2)cc1=O | 13 | -11 | nt
Cc1ccc(-n2nc(C(=O)O)c3c2CCCC3)cc1F | 1 | -5 | -6
CC(C)CN1CCNC(=O)C1CC(=O)N(C)Cc1cccc2cccnc12 (stereo not given) | 4 | 6 | nt
CN(C)c1nc2c(c(=O)[nH]1)CCN(C(=O)c1scc3c1OCCO3)C2 | -2 | 2 | 0
COC(=O)c1c(C)oc2ccc(OCc3ccccc3)cc12 | 4 | -2 | -1
CC(C)CNC(=O)c1ccc(NC(=O)N(C)CC(C)C)cc1Cl | 2 | 7 | nt
CCN(Cn1nc(Nc2c(C)cc(C)cc2Cl)sc1=S)C1CCS(=O)(=O)C1 (stereo not given) | 3 | -1 | nt
CCCCN(C(=O)c1cc(C#N)cs1)C(C)CC (stereo not given) | -2 | 3 | nt
CC(C)(O)C#Cc1ccc(CN2CCCC(CNC(=O)c3cccnc3)C2)s1 (stereo not given) | 3 | -4 | nt
O=C(CCOc1ccccc1)Nc1ccnn1C1CCN(C(=O)C2=CCCCC2)CC1 | 11 | -1&-12 | -12
CC(=O)NC(C(=O)N(C)Cc1cccc(Cl)c1Cl)C(C)C (stereo not given) | -8 | 4 | nt
CCn1c(C2CCN(C(=O)c3cccc4[nH]c(C)nc34)CC2)nn(C)c1=O | -1 | -8 | -12
C=CCOCC(O)CN(Cc1ccc(OC)cc1)CC1CCCO1 (stereo not given) | 11 | 0 | -2
COc1ccc2oc(=Nc3cccc(F)c3)c(-c3nc4ccccc4[nH]3)cc2c1 | -5 | -3 | -4
Cc1nn2c(SCC(N)=O)cc(C(C)(C)C)nc2c1-c1ccccc1 | 0 | -5 | -7
CCOC(=O)C(Cc1ccccc1)N(Cc1ccc2c(c1)OCCO2)C(=O)C1CCN(C(=O)OC(C)(C)C)CC1 (stereo not given) | -17 | -4 | -2
CCOc1ccc(-n2ccn3c(CC(C)CC(=O)NCc4ccc(C)cc4)nnc3c2=O)cc1 (stereo not given) | -22 | -1 | -1
O=C(O)c1cccnc1CN1CCC(C(O)Cc2ccccc2)CC1 (stereo not given) | 15 | -5 | nt
O=C(CN(Cc1ccccc1Cl)S(=O)(=O)c1cccs1)NC1CCCCC1 | 0 | -11 | nt
COC(=O)c1cccc(CN2CCC(n3nc(C)cc3C)C2)n1 (stereo not given) | 9 | -1 | nt
O=C1C2C3C=CC(C2C(=O)N1c1ccc(O)cc1)C1C2C(=O)N(c4ccc(O)cc4)C(=O)C2C31 (stereo not given) | 2 | -3 | -2
CN(CCc1ccccc1)c1nc(-c2ccc(F)cc2)nc2ccccc12 | 3 | -6 | -6
COc1cc(OC)c(C2c3cccn3CCCN2Cc2ccoc2)cc1OC (stereo not given) | 4 | 0 | nt
COC(=O)c1nnn(-c2ccc(C(C)C)cc2)c1C(=O)OC | 23 | -14 | -9
CCn1c(C2CCCNC2)nn(Cc2noc(C3CC3)n2)c1=O (stereo not given) | 1 | -6 | nt
Cc1cccnc1CN1CCN(Cc2cnc(-c3ccco3)nc2)CC1 | -1 | -6 | nt
Fc1ccccc1-c1noc(-c2ccc(NCCc3cscn3)nc2)n1 | 21 | -7 | nt
O=C(O)CCCc1cc(Cl)sc1Cl | 12 | -5 | nt

(further entries)
SMILES | NPYLR7 agonist | hcGAS inh | mcGAS lum
O=C(O)C(F)(F)C12OC3C4C5CC(C6C5C3C61)C42 (stereo not given) | 3 | 3 | 3
c1ccc(Oc2ccc(-c3cc(N4CCN(Cc5cccnc5)CC4)n4nccc4n3)cc2)cc1 | -5 | -4 | -2
O=C(CCSc1ccccc1)N(Cc1cccnc1)c1nc2cc3c(cc2s1)OCCO3 | -17 | 3 | -1
CC1(C)CC23C(=O)CCC(O)C2(C)CCC13 (stereo not given) | -3 | -8 | nt
O=C(NCCC(=O)N1CCC(C(=O)N2CCCCC2)CC1)Nc1ccccc1OC(F)F | 36 | -9 | -10
COc1ccc(-n2nc(C(=O)N3CCCC3)c(=O)n(Cc3ccccc3Cl)c2=O)cc1OC | nt | -5 | -5
COc1ccc(CCN2C(=O)N(C)C(=O)C23CCN(Cc2ccc(C#CC(C)(C)O)cc2)CC3)cc1 | 1 | 0 | -1
CCCCCN(C(=O)Nc1c(C(C)C)cccc1C(C)C)C(C)c1nc2ccccc2c(=O)n1-c1ccccc1C (stereo not given) | 24 | -3 | -5
O=C(c1cn(Cc2ccc(F)cc2Cl)nn1)N1CCCCC1c1nccs1 (stereo not given) | -2 | -4 | nt
CN1C(C)(C)CC(NC(=O)c2ccc(-c3cc(-c4cccc5c4OCCO5)[nH]n3)cc2)CC1(C)C | nt | -2 | -4
CCC(C)NC(=O)C1CCCN1C(=O)c1cc(Cl)ccc1Cl (stereo not given) | -29 | 5 | nt
COc1ccccc1NC(=O)CSc1ncnc2sc3c(c12)CCC3 | -1 | -6 | -3
COc1ccc(-c2nc3cc(C)ccn3c2NC(=O)CCc2ccccc2)cc1 | -7 | -6 | -9
COC(=O)c1ccc(Cn2cnc3ccc(OC)cc3c2=O)cc1 | 29 | -8 | -12
O=C(CCCn1cc([N+](=O)[O-])cn1)NC1CCCCCC1 | -4 | -8 | nt
CCn1c(SCC(=O)Nc2ccc(F)cc2)nc2c(-c3ccccc3)c[nH]c2c1=O | 1 | -5 | -7
O=[N+]([O-])c1cccc(CN2CCCn3cccc3C2c2ccsc2)c1 (stereo not given) | 30 | -5 | -5
CN(Cc1cc(-c2ccccc2)no1)Cc1cnc(N2CCCC2)s1 | -5 | -7 | nt
O=S1(=O)CCC(Nc2ncc(F)c(N3CCOCC3)n2)C1 (stereo not given) | 3 | -6 | nt
COc1cccc(CN(C)c2ccc3c(-c4ccccc4OC)noc3n2)c1 | 0 | -11 | -8
CC1(C)CC(=O)C2CC3=C(CC(C)(C)CC3=O)N=C2C1 (stereo not given) | 8 | -5 | nt
Cc1nc(-c2ccccc2)ccc1C(=O)N(C)c1cn[nH]c1 | 3 | 4 | nt
CCC(C)(C)C1CCC(NC(=O)c2cccc(-n3cnnn3)c2)CC1 (stereo not given) | 0 | -14 | nt
COCCCN(CC(=O)O)S(=O)(=O)c1cccc(Cl)c1 | 0 | 0 | nt
c1ncnc(NC2(CN3CCCC3)CCCCC2)n1 | nt | -14 | -6
CC(C)Cc1nc(-c2ccc(CN3CCN(C(=O)C4=NNC(=O)CC4)CC3)cc2)no1 | 11 | -5 | -8
O=C(NCCc1ccco1)c1cc(=O)c2ccccc2o1 | 11 | -6 | -3
COc1ccc(-c2cc(C(=O)NCCN3CCCCC3)n(-c3ccccc3Cl)n2)c(OC)c1 | nt | 0 | -3
C=CCn1c(SCC(N)=O)nnc1-c1ccco1 | 3 | 0 | nt
CCN(CC)CCNc1ncnc2sc3c(c12)CCCC3 | 4 | -11 | -3

Part of the list above, as a markdown table:
| structure | NPYLR7 agonist | hcGAS inh | mcGAS lum |
| --- | --- | --- | --- |
| CCC(C)NC(=O)C1CCCN1C(=O)c1cc(Cl)ccc1Cl (stereo not given) | -29 | 5 | nt |
| COc1ccccc1NC(=O)CSc1ncnc2sc3c(c12)CCC3 | -1 | -6 | -3 |
| COc1ccc(-c2nc3cc(C)ccn3c2NC(=O)CCc2ccccc2)cc1 | -7 | -6 | -9 |
| COC(=O)c1ccc(Cn2cnc3ccc(OC)cc3c2=O)cc1 | 29 | -8 | -12 |
| O=C(CCCn1cc([N+](=O)[O-])cn1)NC1CCCCCC1 | -4 | -8 | nt |
| CCn1c(SCC(=O)Nc2ccc(F)cc2)nc2c(-c3ccccc3)c[nH]c2c1=O | 1 | -5 | -7 |
| O=[N+]([O-])c1cccc(CN2CCCn3cccc3C2c2ccsc2)c1 (stereo not given) | 30 | -5 | -5 |
| CN(Cc1cc(-c2ccccc2)no1)Cc1cnc(N2CCCC2)s1 | -5 | -7 | nt |
| O=S1(=O)CCC(Nc2ncc(F)c(N3CCOCC3)n2)C1 (stereo not given) | 3 | -6 | nt |
| COc1cccc(CN(C)c2ccc3c(-c4ccccc4OC)noc3n2)c1 | 0 | -11 | -8 |
| CC1(C)CC(=O)C2CC3=C(CC(C)(C)CC3=O)N=C2C1 (stereo not given) | 8 | -5 | nt |
| Cc1nc(-c2ccccc2)ccc1C(=O)N(C)c1cn[nH]c1 | 3 | 4 | nt |
| CCC(C)(C)C1CCC(NC(=O)c2cccc(-n3cnnn3)c2)CC1 (stereo not given) | 0 | -14 | nt |
| COCCCN(CC(=O)O)S(=O)(=O)c1cccc(Cl)c1 | 0 | 0 | nt |
| c1ncnc(NC2(CN3CCCC3)CCCCC2)n1 | nt | -14 | -6 |
| CC(C)Cc1nc(-c2ccc(CN3CCN(C(=O)C4=NNC(=O)CC4)CC3)cc2)no1 | 11 | -5 | -8 |
| O=C(NCCc1ccco1)c1cc(=O)c2ccccc2o1 | 11 | -6 | -3 |
| COc1ccc(-c2cc(C(=O)NCCN3CCCCC3)n(-c3ccccc3Cl)n2)c(OC)c1 | nt | 0 | -3 |
| C=CCn1c(SCC(N)=O)nnc1-c1ccco1 | 3 | 0 | nt |
| CCN(CC)CCNc1ncnc2sc3c(c12)CCCC3 | 4 | -11 | -3 |

Further compounds
SMILES | NPYLR7 agonist | hcGAS inh | mcGAS lum
O=C(CCl)N1CCN(S(=O)(=O)C=Cc2ccccc2)CC1 | -5 | -5 | nt
Cc1ccccc1NC(=O)CC(=O)N1CCC(O)(Cn2ccnc2)CC1 | -1 | 2 | nt
COc1cccc(N2CC(c3nc4ccccc4n3Cc3ccccc3OC)CC2=O)c1 (stereo not given) | 0 | -9 | -3
C=CCOc1cccn2c(N(C)C(=O)C(CC)CC)c(C)nc12 | -11 | 0 | 1
CCOC(=O)c1c(C)nn(-c2ccc(C(=O)Nc3ccc(C(C)(C)C)cc3)cc2)c1C | -2 | -4 | -3

Screens deposited in PubChem by Fisher Drug Discovery Resource Center.
